TSG101-PTAP inh – blocks PTAP/TSG101 interaction to inhibit HIV-1 budding; Q99816; Fluorescence polarization, FITC-PTAP peptide / Tsg101 binding; Potency, µM (series often up to 115 µM), without a hit: at the highest dose activity change, negative = inhibition, hits mostly inhibitors; 340,000 tested, under 10 active; AID 493005; active = well fitted inhibition curve with a large enough effect in the main read-out, with a control signal flat, not every such curve was filed as active; inconclusive = small, poorly fitted or top-dose-only effect, or effect the other way, or a change in a side signal; inactive = no such curve, though single readings can be large or run the other way; also: potency is read from the fitted curve at half-maximal effect; % of control where 0% means no effect
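FP read-out: FITC-PTAP peptide, 50 nM final, binding Tsg101 binding domain, 10 uM final; 20 min, r.t.; 10 mM HEPES pH 7.5, 0.15 M NaCl, 0.01% Tween 20, 3 mM EDTA, 0.1 mM TCEP.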
TCR activator – activators of T cell receptors | primary human leukocytes, anti-CD3, IL-2 HTRF, 48 h | Potency, µM (series often up to 9.22 µM), for inactives: at the top dose activation of IL-2 secretion, hits mostly activators | 330,000 tested, under 10 active | AID 504894; also: % of control where 0% means no effect
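Primary human leukocytes were stimulated with a-CD3 beads plus compounds for 48 hr without co-stimulation; secreted IL-2 was quantified by HTRF using a-IL-2-K (europium cryptate) and a-IL-2-d2, excited at 320nm with acceptor emission read at 665nm.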
TSHR antag – antagonists of human thyroid stimulating hormone receptor; TSHR-expressing cells, TSH-stimulated cAMP HTRF, 2 h; active compounds read low; activity change, negative = inhibition, % at 11.5 µM; actives 0.2% (n = 330,000);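 active = activity change below a set negative limit, meaning inhibition stronger than a set level, cut at about -70% in these data; inconclusive = activity change between two set negative limits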; also: % is scaled to controls: 0 for no effect and ±100 for the full control effect
Target sequence (P16473 whole entry, looked up): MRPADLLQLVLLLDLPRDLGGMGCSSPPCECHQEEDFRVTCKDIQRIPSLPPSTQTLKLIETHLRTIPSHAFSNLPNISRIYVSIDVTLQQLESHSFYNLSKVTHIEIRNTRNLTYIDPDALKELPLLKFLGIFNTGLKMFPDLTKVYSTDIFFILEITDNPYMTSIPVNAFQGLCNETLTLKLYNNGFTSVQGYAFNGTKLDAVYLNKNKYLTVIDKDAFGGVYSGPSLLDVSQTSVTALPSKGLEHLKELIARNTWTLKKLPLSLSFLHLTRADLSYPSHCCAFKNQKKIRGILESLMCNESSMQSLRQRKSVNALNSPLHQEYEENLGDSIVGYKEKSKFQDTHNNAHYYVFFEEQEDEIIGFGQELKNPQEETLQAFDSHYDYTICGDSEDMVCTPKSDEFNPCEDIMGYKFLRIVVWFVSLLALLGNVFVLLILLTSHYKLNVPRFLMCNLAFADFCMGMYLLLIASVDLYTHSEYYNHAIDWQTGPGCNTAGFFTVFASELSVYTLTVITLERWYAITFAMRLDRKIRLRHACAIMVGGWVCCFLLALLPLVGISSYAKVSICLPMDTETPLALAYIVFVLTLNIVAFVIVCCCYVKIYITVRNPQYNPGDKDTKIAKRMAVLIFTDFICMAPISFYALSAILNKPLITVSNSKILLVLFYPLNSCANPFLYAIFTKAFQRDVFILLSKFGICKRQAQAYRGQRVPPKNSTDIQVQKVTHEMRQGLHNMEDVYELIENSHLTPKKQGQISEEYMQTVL
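Antagonism was scored as loss of TSH-driven cAMP in TSHR cells, stimulated with 4nM TSH (EC80) for 2 hours at 37 deg C and detected by homogeneous HTRF competition immunoassay.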
Tb PFK block – inhibitors of T. brucei phosphofructokinase | T. brucei PFK, ADP-Glo luminescence | actives 0.17% (n = 330,000) | AID 485367 | O15648 | Potency, µM (highest dose often 57.5 µM), for the others: top-dose activity, negative = inhibition, hits mostly inhibitors;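 also: potency is read from the fitted curve at half-maximal effect; 0% = uninhibited 1x PFK enzyme wells and -100% = no-enzyme wells; nearly all actives have a fitted effect of over 60% in size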
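PFK 1.25 nM, F6P 0.5 mM, ATP 0.1 mM, 0.1 M TEA pH 8.0, 5 mM MgCl2, 0.01% Tween20, 0.1% BSA; 45 min RT. ADP-Glo readout. qHTS titration up to 57 uM; curves fitted, compounds curve-classed.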
AT treatment – potential ataxia-telangiectasia treatments restoring KAP-1 phosphorylation; Potency, µM (highest dose often 57.5 µM), inactives show at the top dose activation, actives largely listed as activators; […] A-T fibroblasts, KAP-1 phosphorylation AlphaLISA; neocarzinostatin DNA damage 30 min before lysis; actives 0.19% (n = 320,000); also: potency is read from the fitted curve at half-maximal effect; % of control where 0% means no effect; nearly all actives have a fitted effect of over 45% in size
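hTERT-immortalized A-T patient fibroblasts ([…]), 500 cells/well in OPTI-MEM, 1% FBS, got compounds for 60 min, then NCS for 30 min at 37C. Lysates were then assayed for phospho-KAP-1 by AlphaLISA (anti-pKAP1 donor, anti-KAP1 acceptor beads), 6 hr at 25C.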
Eya2 phos inh – inhibitors of human Eya2 phosphatase activity; O00167; recombinant Eya2, OMFP fluorescence dephosphorylation (OMFP is methylfluorescein phosphate); Potency, µM (titrated, usually from 76.9 µM), for the others: at the top dose activity, negative = inhibition, usual class: inhibitors; actives 0.006% (n = 330,000); also: potency is read from the fitted curve at half-maximal effect; % is scaled to controls: 0 for no effect and ±100 for the full control effect
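Eya2 (0.2 uM) preincubated 10 min at ambient with compound, then OMFP substrate added at 50 uM; 10 min reaction in 50 mM HEPES pH 7.5, 50 mM NaCl, 5 uM MgCl2, 0.05% BSA, 1 mM DTT. Fluorescence read at Ex 485/Em 525 nm.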
ASM inhibitor – blocks human secretory acid sphingomyelinase | P17405 | placental ASM, HMU-PC fluorogenic substrate, 60 min | Potency, µM (series often up to 57.5 µM), for inactives: at the highest dose activity change, negative = inhibition, hits mostly inhibitors | actives 0.006% (n = 340,000) | AID 504937; also: potency is read from the fitted curve at half-maximal effect
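qHTS format. ASM enzyme prepared from human placenta hydrolyses the fluorogenic substrate HMU-PC0 (9 uM final) over 60 min at 37 °C after a 10 min compound preincubation.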
Mito fusion yeast – inhibitors of mitochondrial division or activators of mitochondrial fusion; S. cerevisiae fusion-defective mutant growth rescue, CellTiterGlo 48 h; Potency, µM (series often up to 46.1 µM), for inactives: at the top dose growth rescue (activation), actives largely listed as activators; actives 0.23% (n = 320,000);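 also: potency is read from the fitted curve at half-maximal effect; % of control where 0% means no effect; nearly all actives have a fitted effect of over 45% in size; temperature-sensitive fusion mutants such as fzo1-1 at 37 °C on non-fermentable ethanol glycerol medium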
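Compounds are tested for their ability to restore growth of mitochondrial fusion-defective yeast strains at non-permissive 37C in YPEG medium over 48 hours. Viability is quantified by luciferase luminescence.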
Chronic BCR inh – inhibitors of chronic active B-cell receptor signaling; ABC-DLBCL IkBa-CBG/CBR reporter, luminescence ratio, 4 h; Potency, µM (series often up to 46.1 µM), for the others: at the top dose ratio change, negative = lower green/red ratio, most hits filed as inhibitors; actives 0.05% (n = 340,000); AID 493014; active = well fitted inhibition curve with a large enough effect in the signal ratio, with a control signal flat, not every such curve was filed as active; inconclusive = small, poorly fitted or top-dose-only effect, or effect the other way, or a change in a side signal; the % refers to the signal ratio;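 also: potency is read from the fitted curve at half-maximal effect; plate controls were basal doxycycline-induced cells for no effect and cells given 10 µM MG132 for full effect; MG132 reads +100%, hits lower the ratio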
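Doxycycline induced both beetle luciferases in TMD8 lymphoma cells; IKK-driven degradation limits the IkappaBalpha-fused green signal, while red luminescence normalises for cell number and nonspecific effects. Compounds tested up to 46 uM, 4 hrs.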
a7 integrin act – integrin-mediated muscular dystrophy alleviation activation. alpha7betagal myoblasts, beta-gal FDG fluorescence, 48 h. Potency, µM (highest dose often 38.3 µM), inactives show top-dose activation, actives largely listed as activators. actives 0.064% (n = 350,000). AID 624291;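 also: potency is read from the fitted curve at half-maximal effect; 100% = response of the positive control SU9516; nearly all actives have a fitted effect of over 60% in size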
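Alpha7betagal+/- myoblasts (passage 13) were plated 16-24 hr, then exposed to compounds (1:260 dilution of DMSO stock) for 48 hours at 37C. After MPER lysis, β-galactosidase reporter activity was read as FDG fluorescence (ex 480/em 540) after 30 minutes.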
ELG1 DNA repair – ELG1-dependent DNA repair inhibition; HEK293T ELG1-luciferase reporter, luminescence, 16 h; DNA damage induced by 5-fluorouridine; actives 2.3% (n = 330,000); Potency, µM (series often up to 46.1 µM), inactives show top-dose activity change, negative = inhibition, hits mostly inhibitors; also: potency is read from the fitted curve at half-maximal effect; % is scaled to controls: 0 for no effect and ±100 for the full control effect; nearly all actives have a fitted effect of over 55% in size
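Step one: seed 2,000 cells per well. Step two: pin-transfer compound or DMSO alongside 5-fluorouridine. Step three: incubate 16 hr, 37 °C, 5% CO2. Step four: add ONE-Glo, wait 30 min, read luminescence.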
* marks the source's active call; other numbers are inactive results; i = inactive; u = inconclusive; x = not tested or not shown; [ ] = remark or other dose. Unless noted, calls follow the shape of the dose curve; as a rule, active = well fitted curve in the direction sought with a large enough effect; inconclusive = small, poorly fitted or top-dose-only effect, or another doubt; inactive = no such curve, though single readings can be large; an effect the other way counts as inactive or inconclusive.

SMILES	TSG101-PTAP inh	TCR activator	TSHR antag	Tb PFK block	AT treatment	Eya2 phos inh	ASM inhibitor	Mito fusion yeast	Chronic BCR inh	a7 integrin act	ELG1 DNA repair
COc1ccc(C(=O)N(Cc2ccccc2)Cc2cc3cc4c(cc3[nH]c2=O)OCCO4)cc1	-1.4%	-3.5%	36.4	2.0%	10.5%	-10.5%	23.1%	2.4%	-0.8%	7.7%	17.3%
COc1ccc2c(c1)CCC/C2=N/OC(=O)c1ccccc1OC	1.0%	-6.0%	13.8	-0.1%	7.3%	-1.9%	-8.2%	3.8%	-12.4%	-2.2%	6.1%
Cc1ccc(S(=O)(=O)NCC(=O)OCCOc2ccccc2F)cc1	-6.6%	-9.2%	x	0.0%	17.3%	1.1%	-2.0%	x	u	-19.9%	2.8%
CC(C)(C)c1ccc(C(=O)NC(Cc2ccccc2)C(=O)O)cc1 (stereo not drawn)	x	x	1.3	-1.4%	-6.1%	-10.6%	x	-0.2%	1.1%	x	0.7%
Cc1ccc(SC[C@H](Cc2ccccc2)N2CCN(CCc3ccccc3)CCC2=O)cc1	0.9%	-1.7%	10.9	-2.0%	-6.5%	0.1%	-6.1%	-63.7%[inhibitor]	-0.3%	14.0%	u
NNC(=O)CN1C(=O)Nc2ccc(Cl)cc2C1c1ccccc1 (stereo not drawn)	-6.2%	12.2%	2.0	-1.0%	-1.6%	-1.2%	0.4%	-5.6%	-7.1%	u	-8.3%
c1ccc(C2=Nn3c(nnc3-c3cc(-c4ccccc4)n[nH]3)SC2)cc1	-3.2%	0.6%	5.0	17.3%	4.5%	9.3%	u	8.2%	11.6µM*	8.5%	u
CCOC(=O)c1c(C)[nH]c(C(=O)OCC(=O)NCc2ccc(C)cc2)c1C	-0.6%	13.8%	2.5	-0.6%	x	5.6%	-3.3%	2.4%	3.0%	u	x
CCOc1ccccc1NC(=O)c1cnccn1	-2.9%	-1.1%	-5.2	5.8%	-2.2%	2.7%	-1.5%	2.9%	-0.8%	-22.6%	-5.1%
O=C(CN1C(=O)c2ccccc2C1=O)N1CCN(c2ccccn2)CC1	-0.8%	x	-3.3	3.5%	0.8%	2.9%	2.9%	-1.1%	0.1%	3.2%[7.66 µM]	1.3%
O=C(CSc1nnc(-c2ccco2)o1)Nc1ccccc1Cl	-4.9%	-34.0%	24.0	2.9%	24.8%	-2.1%	-3.6%	1.7%	u	4.1%	u
Cc1c(NS(=O)(=O)c2cccc3nsnc23)c(=O)n(-c2ccccc2)n1C	-0.1%	5.8%[46.1 µM]	14.4	-8.1%	1.5%	-19.3%	5.7%	0.1%	-0.7%	21.4%	u
Cc1cc(=O)oc2c(CN(C)Cc3ccccc3)c(O)ccc12	-5.7%	-2.8%	26.2	-8.2%	8.2%	-14.9%	i	0.5%	-1.6%	-2.4%	7.2%
Cc1cc(N(C)/N=C/c2ccccc2)nc(-c2ccccc2O)n1	-1.9%	-7.6%	-5.3	-9.2%	-2.8%	10.6%	-11.0%	-1.0%	22.5%	u	-11.3%
CCOC(=O)c1cc(=O)n2c(nc3ccccc32)[nH]1	x	-1.7%	2.4	2.8%	22.0%	-18.5%	25.8%	-9.6%	u	0.0%	u
CC(C)CN1CCC(C(=O)N2CCN(c3ccccc3F)CC2)CC1	0.7%	0.9%[46.1 µM]	1.7	2.0%	2.2%	-3.1%	4.0%	-2.5%	-6.7%	-4.8%	-21.7%
CCOc1cc(-c2noc(CCCC(=O)NC3CCCCC3)n2)ccc1OC	-0.4%	-6.0%	0.6	0.9%	-2.5%	13.3%	-2.2%	-8.8%	-8.7%	-32.6%	u
COc1ccccc1NC(=O)CC(NCCN(C)C)C(=O)O (stereo not drawn)	0.3%	-2.6%	1.2	-2.3%	0.7%	-7.1%	0.6%	-1.8%	1.9%	2.7%	2.3%
CCOC(=O)c1ccccc1NC(=O)c1cccnc1	-3.8%	-2.2%[46.1 µM]	-0.4	19.8%	-5.7%	0.0%	-5.0%	12.7%	2.0%	-12.4%	0.2%
O=C(c1cccs1)N1CCc2ccccc21	x	x	0.5	-4.6%	5.1%	-3.0%	-3.9%	4.1%	1.0%	14.8%	u
COc1ccc(CCC(=O)NNC(=O)c2cccs2)cc1	-0.4%	-9.6%	4.7	-0.7%	3.5%	12.3%	4.9%	4.6%	2.8%	0.0%	14.7%
CC(C)C(NC(=O)c1ccc([N+](=O)[O-])cc1Cl)C(=O)N1CCCC1 (stereo not drawn)	-2.4%	6.5%	-7.7	-11.5%	-18.0%	8.7%	2.0%	-2.8%	-1.4%	19.1%	7.7%
Cc1ccc(-c2nnc(Nc3ccc(CC(N)=O)cc3)c3ccccc23)cc1	-17.4%	-0.6%	-5.7	-1.4%	-12.0%	-0.8%	1.0%	-2.3%	-11.7%	0.0%	-17.3%
CCOC(=O)C1C(=O)CC(C)(O)C(C(=O)OCC)C1c1ccc(SC)cc1 (stereo not drawn)	-1.2%	-1.6%	9.2	0.5%	-4.6%	-15.7%	-5.1%	0.8%	-0.5%	0.0%	2.8%
Cc1c(C#N)c(N=CN(C)C)c(C(=O)c2ccccc2)n1-c1ccc(Br)cc1	-6.4%	x	1.5	-2.2%	1.3%	9.7%	0.4%	10.6%	16.5%	12.5%	-8.2%
Continued:
SMILES	TSG101-PTAP inh	TCR activator	TSHR antag	Tb PFK block	AT treatment	Eya2 phos inh	ASM inhibitor	Mito fusion yeast	Chronic BCR inh	a7 integrin act	ELG1 DNA repair
C=C(C)c1cccc(C(C)(C)NC(=O)N2CCC(C)CC2)c1	-4.1%	4.2%	8.2	-5.6%	x	11.4%	-0.8%	9.1%	u	-21.6%	13.5%
Cc1nc(SCC(=O)Nc2ccc(Cl)cc2[N+](=O)[O-])nc(C)c1C	-1.7%	1.6%[46.1 µM]	0.0	-8.3%	1.2%	-6.6%	-3.1%	u	-8.7%	-10.4%	6.3%
O=C(COC(=O)CSCC(=O)N1CCCCC1)NCc1ccc(F)cc1	-3.1%	3.4%	-7.1	-3.6%	5.2%	-4.2%	-1.9%	-4.3%	3.9%	-5.4%	-2.5%
Cn1c(SCc2nc(-c3cccs3)no2)nnc1C1CCCCC1	-8.2%	2.0%	-9.5	1.1%	8.7%	6.0%	-0.5%	-0.7%	7.2%	-2.0%	-15.6%
COc1cc(C(CC(=O)Nc2ccccn2)N2Cc3ccccc3C2=O)cc(OC)c1OC (stereo not drawn)	-0.4%	-7.0%	1.8	1.3%	3.6%	9.4%	1.1%	9.7%	-10.8%	-7.7%	-21.7%
CC(NC(=O)CSc1n[nH]c(=O)n1C1CC1)C12CC3CC(CC(C3)C1)C2 (stereo not drawn)	-5.8%	-1.9%	-7.3	-1.6%	12.5%	-9.5%	4.2%	-2.5%	1.6%	7.3%	1.0%
CC(C)=CC(=O)O[C@@H]1Cc2c(ccc3ccc(=O)oc23)OC1(C)C	-7.2%	-2.6%	6.4	4.6%	5.1%	-0.3%	-7.2%	x	0.0%	-29.6%	u
CC1=C(C(=O)OC(C)C)C(c2ccccc2)NC(=O)N1C (stereo not drawn)	-2.4%	x	20.0	-1.3%	-4.2%	2.5%	2.4%	0.0%	3.7%	55.8%	-2.1%
CCOc1ccc2[nH]c(=O)c(CN(CCO)Cc3nnnn3CCc3ccccc3)cc2c1	-3.9%	2.4%	0.9	-1.2%	x	-1.8%	33.1%	-1.4%	-18.3%	-4.9%	-10.0%

High-throughput results (PubChem)
